# Bioassay records as filed in PubChem.
# CAL PDZ FP-1 = blocks peptide binding to human CAL PDZ domain | Q9HD26 | purified CAL PDZ, TMR-peptide fluorescence polarization, 1 h | inhibition, % at 20 µM | hit rate 0.02% among 330,000 | AID 504414;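 active = highest replicate inhibition of at least 40%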;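 note: plate controls were DMSO neutral control wells for no effect and unlabeled competitor peptide control wells for full effect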
#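 System: tagged CAL PDZ domain. Schedule: 1 h room-temperature incubation prior to read. Signal: fluorescence polarization (mP). Measure: percent inhibition from loss of millipolarization.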
# DAGLB inh = blocks human DAGLB lipase activity | hit rate 0.059% among 340,000 | AID 504411 | Q8NCG7 | HEK293T DAGLB membrane lysate, EnzChek fluorogenic substrate | inhibition, % at 5.17 µM; in the data active = inhibition above about 34%;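 note: 0% = enzyme with vehicle and 100% = wells lacking enzyme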
# CAL PDZ FP-2 = CAL PDZ (human) peptide binding inhibition | Q9HD26 | purified CAL PDZ, TMR-peptide fluorescence polarization, 1 h | inhibition, % at 24.9 µM | hit rate 0.92% among 300,000 | AID 602252;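 active = mean inhibition of at least 30% with at least half of replicates also reaching 30%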;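 note: 0% = DMSO neutral control and 100% = excess unlabeled competitor peptide PRC23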
# C-LANA FP = blocks KSHV LANA C-terminal domain binding to DNA | MBP-C-LANA/FAM-LBS DNA binding, fluorescence polarization | inhibition, % at 9 µM | hit rate 0.078% among 340,000;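 active = highest replicate inhibition at or above 60% at 9 µM, even if other replicates fall short; inactive = all replicates below 60% inhibition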;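 note: 0% = neutral control wells and 100% = 4 µM acridine orange control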
# RTF Ca sens inh = cardiac RTF calcium desensitization; P19429+P45379; IANBD-labeled cardiac RTF, Ca2+ fluorescence; inhibition, % at 7.15 µM; hit rate 0.12% among 340,000; AID 493244;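 active = inhibition above the mean inhibition of all tested compounds plus 3 SD, cut at about 17% in these data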;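 note: assay run at fixed EC70 calcium of 1.6 mM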
# SR-BI DiI-HDL act = activators of SR-BI mediated HDL lipid uptake; CHO ldlA[mSR-BI] cells, DiI-HDL uptake fluorescence, 3 h; 100 = double the neutral-control signal; activation, % at 12.5 µM; hit rate 0.096% among 320,000; AID 504775;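 active = mean replicate activation of at least 60% and every replicate at or above 60%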;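 note: 0% = median plate neutral-control signal and 100% = twice that signal; values of inactives mirror those of a sister screen read the other way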
#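 Test system: SR-BI-overexpressing, LDLR-lacking CHO cells; Medium: Ham's F12 with 0.5% BSA, HEPES 25 mM, pH 7.4; Schedule: 3 h, 37 °C; Technique: bottom-read fluorescence, 550/595 nm.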
# PKA-R2B activ = activators of human PKA-R2B complex; activation, % at 11.4 µM; AID 504700; hit rate 0.079% among 340,000; PKA-R2B holoenzyme dissociation, Cy5-IP20 fluorescence polarization; R2B truncated from residue 108, S112A mutant; 0% DMSO only, 100% 113 µM cGMP; P22694+P31323;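 active = activation above a cutoff set at the mean over all compounds plus 3 SD, cut at about 18% in these data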;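 note: higher means more holoenzyme dissociation and a rise in polarization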
# cardiac RTF act = increases calcium sensitivity of human cardiac regulated thin filaments | activation, % at 7.2 µM | P19429+P45379 | IANBD-labeled TnC RTF fluorescence at EC20 calcium; 0% EC20 calcium, 100% full calcium | hit rate 0.24% among 340,000 | AID 493008;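 active = activation above the mean over all tested compounds plus 3 SD, cut at about 30% in these data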;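 note: rise in fluorescence read as greater calcium sensitivity of cardiac thin filaments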
# Keap1-Nrf2 PPI = Keap1-Nrf2 (human) interaction inhibition | hit rate 0.15% among 340,000 | inhibition, % at 9.4 µM | Keap1 Kelch-Nrf2 peptide fluorescence polarization, 1536-well | Q14145; in the data active = inhibition above about 12%;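 note: human Keap1 Kelch domain with fluorescein labeled Nrf2 9mer peptide probe; 0% = neutral control wells and 100% = peptide positive control; higher means more block of Keap1 binding to Nrf2 peptide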
# Target sequence (Q14145 whole entry, looked up, the tested form may be a part): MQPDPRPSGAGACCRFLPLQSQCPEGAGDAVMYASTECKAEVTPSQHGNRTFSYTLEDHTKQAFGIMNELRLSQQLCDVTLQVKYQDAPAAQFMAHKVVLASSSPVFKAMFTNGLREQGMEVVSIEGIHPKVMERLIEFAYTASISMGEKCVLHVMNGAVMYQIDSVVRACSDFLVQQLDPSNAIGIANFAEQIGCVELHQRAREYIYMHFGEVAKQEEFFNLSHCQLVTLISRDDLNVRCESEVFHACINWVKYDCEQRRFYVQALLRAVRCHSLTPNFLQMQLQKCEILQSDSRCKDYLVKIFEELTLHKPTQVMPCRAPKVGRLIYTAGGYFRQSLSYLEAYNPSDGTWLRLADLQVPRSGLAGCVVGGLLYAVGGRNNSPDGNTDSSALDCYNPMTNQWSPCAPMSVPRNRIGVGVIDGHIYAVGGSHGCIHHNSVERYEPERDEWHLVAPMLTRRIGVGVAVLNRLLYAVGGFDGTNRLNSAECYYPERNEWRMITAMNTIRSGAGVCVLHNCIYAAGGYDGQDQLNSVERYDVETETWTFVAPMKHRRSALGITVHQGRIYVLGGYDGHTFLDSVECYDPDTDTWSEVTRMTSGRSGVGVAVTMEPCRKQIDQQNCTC
# Rtt109 HAT inh = C. albicans Rtt109 histone acetyltransferase inhibition | purified Rtt109/Vps75, ThioGlo CoA-SH fluorescence, 4 h | hit rate 0.16% among 330,000 | Q5AAJ8 | inhibition, % at 34.9 µM | AID 540336;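 active = inhibition of at least 50% in every replicate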
# Target sequence (Q5AAJ8 whole entry, looked up): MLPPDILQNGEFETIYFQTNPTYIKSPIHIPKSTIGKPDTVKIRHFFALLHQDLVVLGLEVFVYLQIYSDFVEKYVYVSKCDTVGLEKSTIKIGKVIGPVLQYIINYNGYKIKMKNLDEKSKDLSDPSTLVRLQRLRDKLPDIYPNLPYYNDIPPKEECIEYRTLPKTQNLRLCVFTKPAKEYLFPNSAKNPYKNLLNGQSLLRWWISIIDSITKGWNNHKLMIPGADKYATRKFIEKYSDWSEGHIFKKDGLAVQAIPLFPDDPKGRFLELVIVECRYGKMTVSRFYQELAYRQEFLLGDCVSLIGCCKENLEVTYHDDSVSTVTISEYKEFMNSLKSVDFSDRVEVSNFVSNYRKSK
# The depositor's hits bear a star; . = not tested or not shown.
SMILES,CAL PDZ FP-1,DAGLB inh,CAL PDZ FP-2,C-LANA FP,RTF Ca sens inh,SR-BI DiI-HDL act,PKA-R2B activ,cardiac RTF act,Keap1-Nrf2 PPI,Rtt109 HAT inh
CCOc1ccc(S(=O)(=O)NCC(=O)N(C)Cc2cccnc2)cc1,-0.8,-0.8,-0.8,2.1,-6.0,9.8,-6.7,7.5,0.0,6.8
COc1ccc(C2=CCN3CCCCC3C2)c(-c2ccc(OC)c(OC)c2)c1 (stereo not given),-1.3,-0.7,-3.4,-2.0,3.1,-46.0,-3.9,4.0,-4.7,9.6
NC(=O)C1CCN(C(=O)CCSCc2ccccc2)CC1,0.3,-0.9,-5.8,1.2,0.3,10.1,2.8,-10.7,0.3,-1.1
COC(=O)c1cccc(C(=O)N2CCCC(C(=O)c3cc(F)ccc3F)C2)c1 (stereo not given),0.4,0.4,5.4,0.0,-4.5,.,-8.3,-0.6,1.9,4.5
CCCC(=O)NC(Nc1ccc(S(=O)(=O)Nc2cc(C)on2)cc1)(C(F)(F)F)C(F)(F)F,.,2.9,-2.9,0.0,-1.7,16.1,-10.9,-2.4,-5.7,-7.9
Cc1ccc2c(nc3s/c(=C\c4ccc(-c5ccccc5C(=O)O)o4)c(=O)n32)c1C,-2.2,-4.1,-5.9,3.6,-20.6,11.7,-2.4,11.1,-3.3,3.2
CC(=O)Nc1cccc(NC(=O)c2ccc3c(c2)CCN3S(C)(=O)=O)c1,-2.9,-4.5,-0.8,.,-6.4,-24.2,4.8,-2.6,.,-4.8
Cc1cc(C)c(NC(=O)CCN2CCN(Cc3ccccc3)CC2)c(C)c1,-0.2,-0.4,-2.3,0.5,0.2,14.7,8.4,4.8,-1.1,-5.4
CCc1nnc(NS(=O)(=O)c2ccc(NC(=O)c3cc(Cl)ccc3[N+](=O)[O-])cc2)s1,.,6.6,-4.0,-0.2,-1.5,12.0,-6.1,-0.3,0.0,4.0
Cc1cccc(C)c1NC(=O)COC(=O)c1cc(=O)[nH]c2ccccc12,-0.3,-0.8,-0.7,1.0,1.5,18.1,-7.3,-2.3,-3.1,-4.8
O=C(O)c1ccc(N=NN2CCOCC2)cc1,-0.2,-1.6,6.3,-1.0,-4.9,-8.4,-1.2,-5.5,0.9,-2.2
CCS(=O)(=O)N1CCN(Cc2ccc([N+](=O)[O-])cc2)CC1,-0.1,-1.0,-8.8,-3.3,-2.3,.,-1.1,9.6,-8.0,-5.2
COc1ccc(OC)c(NC(=O)N2CCCc3ccccc32)c1,-0.6,-1.0,2.0,-1.6,0.0,-40.4,3.2,-1.0,-3.6,3.1
COC(=O)c1cc(C#N)c(Oc2cccc(C)c2C)nc1C,-1.1,-4.6,-0.7,-0.7,-7.3,-42.4,2.6,-4.5,-0.7,-0.5
O=S(=O)(NC1CCN(Cc2ccccc2)CC1)c1ccc2ccccc2c1,-5.0,-4.0,-1.8,-2.8,-3.7,17.4,1.1,-3.3,-5.0,9.6
COc1cc(C(=O)NCc2ccccc2Cl)ccc1OCC(=O)N1CCOCC1,-0.8,-1.9,-2.2,0.3,-4.5,-3.6,1.1,-7.4,-0.7,-1.9
CC(C(=O)NCc1ccccc1)N1C(=O)c2ccccc2C1=O (stereo not given),1.2,-1.6,3.5,-0.5,-4.5,-6.7,-3.1,1.8,-2.2,5.3
CN(C)c1ccc2c(c1)Sc1cc(N(C)C)ccc1N2C(=O)c1ccccc1,1.7,-0.8,-12.1,-0.9,-1.1,-11.8,-51.2,-5.9,2.5,-6.8
CCOC(=O)C1=C(COC(=O)[C@H](C)NS(=O)(=O)c2ccccc2F)NC(=O)NC1C (stereo not given in full),-0.9,1.1,-3.0,-1.2,1.4,7.2,8.3,0.1,-5.4,-5.8
Cc1[nH]c(-c2ccc(F)cc2)cc1C(=O)N1CCN(c2ccccc2F)CC1,-0.6,-2.3,-3.0,-2.8,-6.2,1.8,-0.9,5.8,-1.7,-10.1
CCOc1ccc(OCCC(=O)OC(C)C(=O)Nc2ccc(Cl)cn2)cc1 (stereo not given),-1.1,-3.2,-3.0,-0.6,-2.7,7.5,0.5,1.9,3.6,1.9
Nc1c(S(=O)(=O)c2cccc(Cl)c2)c2nc3ccccc3nc2n1CCN1CCOCC1,-0.5,-1.6,.,-3.6,-7.2,27.9,-11.4,-3.0,-0.6,1.2
Cc1cc(C(C)(C)C)oc1C(=O)N(CC(=O)NC1CCCC1)Cc1ccc(Cl)cc1,-0.3,-0.9,-0.4,-0.7,-12.5,-50.9,11.2,-0.4,-1.8,-2.9
CCC(C)(C(=O)NC1CCCCC1)N(C(=O)CC1NC(=O)NC1=O)c1c(C)n(C)n(-c2ccccc2)c1=O (stereo not given),-1.8,0.0,33.9*,-0.4,0.2,7.8,-4.0,3.4,0.9,7.0
CC(=O)Nc1ccc(NC(=O)C(=O)NCC(c2ccco2)N2CCc3ccccc32)cc1 (stereo not given),-0.3,-4.6,-3.8,-1.0,-0.1,-13.0,3.6,1.4,-6.3,8.6
COc1cc([N+](=O)[O-])ccc1NC(=O)CN1CCOCC1,-0.3,-0.7,0.8,0.4,-7.0,.,2.5,-2.5,-3.5,6.4
CC1(C)Cc2ccccc2C(N/N=C/c2ccc([N+](=O)[O-])cc2)=N1,-2.4,1.6,-3.8,0.2,1.5,-43.8,3.0,10.1,-1.5,2.9
Cc1ccc(S(=O)(=O)N2CCN(C(=O)CCc3nc4ccccc4c(=O)[nH]3)CC2)c(C)c1,-3.4,1.7,-3.0,0.9,-5.3,-8.0,0.9,-6.1,-4.3,-5.5
COc1cccc(N/C(N)=N/c2nc(C(F)(F)F)cc(=O)[nH]2)c1,-3.5,0.6,-1.5,-1.0,-1.5,-4.0,-12.6,-13.9,1.1,-7.2
COc1ccc(NC(=O)N(O)C2(C#N)CCCCC2)cc1,0.2,0.0,5.1,-0.5,-7.0,-4.4,-1.1,1.0,1.4,-0.1

# The final three records of the section before are carried over, then new ones follow.
SMILES,CAL PDZ FP-1,DAGLB inh,CAL PDZ FP-2,C-LANA FP,RTF Ca sens inh,SR-BI DiI-HDL act,PKA-R2B activ,cardiac RTF act,Keap1-Nrf2 PPI,Rtt109 HAT inh
Cc1ccc(S(=O)(=O)N2CCN(C(=O)CCc3nc4ccccc4c(=O)[nH]3)CC2)c(C)c1,-3.4,1.7,-3.0,0.9,-5.3,-8.0,0.9,-6.1,-4.3,-5.5
COc1cccc(N/C(N)=N/c2nc(C(F)(F)F)cc(=O)[nH]2)c1,-3.5,0.6,-1.5,-1.0,-1.5,-4.0,-12.6,-13.9,1.1,-7.2
COc1ccc(NC(=O)N(O)C2(C#N)CCCCC2)cc1,0.2,0.0,5.1,-0.5,-7.0,-4.4,-1.1,1.0,1.4,-0.1
CCOC(OCC)c1cn(Cc2ccc(C(=O)c3ccccc3)cc2)nn1,-0.8,2.1,-0.6,-2.5,0.2,6.0,-5.0,6.8,-3.6,4.9
O=C(NNC(=O)c1ccc(=O)[nH]c1)c1ccc(NS(=O)(=O)c2cccs2)cc1,0.2,-1.0,-8.6,0.8,-3.4,0.4,-6.8,0.6,-2.5,0.2
COc1cc2c(cc1NC(=S)Nc1cccc3ccccc13)oc1ccccc12,.,-0.6,-3.7,-0.5,3.9,-76.8,2.2,-4.0,-4.3,-2.6
Cc1ccc(CN(C)C(=O)CSc2nnc3n2CCCCC3)c(C)c1,-0.7,-2.6,-2.0,0.8,-8.8,12.8,-7.7,-2.5,-4.2,1.2
COc1ccc(NC(=O)C(=O)c2cn(CC(=O)N3CCOCC3)c3ccccc23)cc1OC,-1.8,-3.3,-1.8,-0.3,1.9,-65.9,3.8,-2.0,-0.4,19.5
CCOC(=O)C1=C(COC(=O)c2ccc(C)c(S(=O)(=O)N3CCOCC3)c2)NC(=O)NC1C (stereo not given),-2.6,1.8,-3.5,-0.4,-6.7,-28.7,-4.9,0.2,-3.6,1.7
COC(=O)c1c(NC(=S)Nc2ccccc2Cl)sc(C)c1C,-1.1,-1.8,4.0,-1.9,-0.5,-74.9,-9.2,-0.1,-0.2,-20.9
Cc1nc2sc(C(c3ccccc3)N3CCOCC3)c(O)n2n1 (stereo not given),-0.7,-0.1,0.2,0.2,-5.3,22.3,-9.7,2.8,-7.9,-3.4
COc1cccc(C2c3c(-c4ccccc4)n[nH]c3C(=O)N2c2ccc(C(=O)O)cc2)c1 (stereo not given),-4.3,1.1,-10.1,3.1,-9.3,21.3,3.2,-7.4,-0.6,0.4
O=C(Oc1ccc(/C=N/Nc2ccccc2)cc1)c1ccccc1,.,0.3,-0.3,0.5,7.8,-18.4,-5.2,7.9,-8.0,-28.7
COc1ccc(-c2cc(C(=O)N(C)Cc3ccc(OC)c(OC)c3OC)c3ccccc3n2)cc1OC,-0.2,-3.7,-4.7,-2.4,4.0,-53.3,-11.0,1.6,1.8,11.6
FC(F)(F)c1ccc(CN2CCN(Cc3ccco3)CC2)cc1,0.9,0.8,-1.6,0.1,-12.3,14.5,1.1,-2.6,-5.0,7.6
CCOc1ccc(C(=S)NC2CCCCC2)cc1OC,-2.8,-2.2,.,-0.6,-6.4,-19.0,-6.0,8.6,1.4,0.6
O=C(NN=Cc1cc(=O)[nH]c(=O)[nH]1)c1ccncc1,-1.2,2.2,-3.7,0.4,-5.8,4.0,5.4,-4.6,1.3,5.9
Cc1cc2ncn(/N=C/c3ccc4c(c3)OCO4)c2cc1C,-1.4,-8.1,3.5,0.3,-3.6,-19.4,-1.6,2.6,0.0,9.0
Cc1[nH]c2ccccc2c1CCNC(=O)c1ccc2nccnc2c1,1.0,0.4,6.7,0.7,-5.4,2.0,-0.1,2.7,-0.1,8.6
CC(=O)Nc1cccc(NC(=O)c2cccc3cccnc23)c1,-2.8,-0.9,-4.3,-1.5,-7.6,-3.8,0.1,-6.5,-4.5,3.6
Cn1ncc(Br)c1C(=O)OCC(=O)Nc1nc(-c2ccccc2)cs1,-1.8,-1.0,0.6,0.1,9.9,-3.2,-1.9,4.7,-0.2,-0.7
CCOC(=O)N1CCC(Nc2c([N+](=O)[O-])cc(C(=O)O)cc2[N+](=O)[O-])CC1,-0.4,1.4,-4.8,0.5,-10.4,-1.9,-2.1,-4.9,-0.2,0.0
CCOC(=O)Cc1nc2nc(C)cc(C)n2n1,-14.8,0.0,-0.2,2.4,-7.5,17.6,1.3,2.7,-3.9,3.8
Cc1ccc(S(=O)(=O)CCc2nnc(NC(=O)c3cnccn3)s2)cc1,-0.2,0.9,-1.0,1.0,-1.2,18.1,0.5,-3.8,0.1,2.6
Cc1cc(Br)ccc1OCCCCNCCO,-0.6,2.3,.,0.5,-4.6,-12.8,-8.7,-0.4,2.6,0.4
Cc1ccccc1C1(CCN2CCCCC2)CCOC(C)(C)C1 (stereo not given),-2.6,-0.9,-2.2,-3.0,-9.5,9.5,-9.3,4.1,-5.0,-2.6

# No enrichment for hits. About 1.6% of those tested had a hit in this group.
